Screening results (PubChem)
SIAH1 antagonists = Siah-1 peptide-binding antagonists, primary screen, biochemical, fluorescence polarization, rhodamine-plectin, uHTS (AID 1817); Siah-1 / rhodamine-plectin peptide fluorescence polarization; higher % means a stronger effect; displacement, % at 20 µM, or IC50 in µM where a hit was titrated; actives 0.02% (n = 290,000);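 active means displacement of at least 50% at 20 µM, with a fluorescence ratio check between 0.3 and a set limit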;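 further: plate controls were Siah plus tracer with DMSO for no effect and tracer alone without Siah for full effect; strong numbers were not always called active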
M1AAP inhibition = P. falciparum M1AAP inhibitors, biochemical, fluorogenic H-Leu-NHMec substrate, 1536-well (AID 1445); recombinant M1AAP, H-Leu-NHMec fluorogenic kinetic assay; higher % means a stronger effect; inhibition, % at 30 µM, or IC50 in µM where a hit was titrated; actives 0.42% (n = 220,000);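 active means primary inhibition above the hit cutoff, then over 50% inhibition at one or more dose response concentrations, cut at about 23% in these data, passing the limit was not always enough; inconclusive means conflicting primary data, or primary hits not chosen for dose response; inactive means low primary inhibition, or under 50% at every dose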;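 further: plate controls were DMSO full reaction for no effect and no enzyme background for full effect; strong numbers were not always called active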
West Nile antiviral = West Nile virus antiviral activity, cell-based, CPE readout (AID 1621); West Nile virus-infected cells, CPE inhibition; higher % means a stronger effect; CPE inhibition, % at 10 µM; hits with a dose series show IC50 in µM; actives 0.02% (n = 290,000); in the data active means a potency from the dose series; inconclusive means CPE inhibition mostly from about 3.7% at the one dose, without a potency; inactive means the rest, 99 in 100 with CPE inhibition below about 2.2%; further: strong numbers were not always called active
P. falciparum M17LAP = P. falciparum M17LAP inhibitors, primary screen, biochemical, fluorogenic H-Leu-NHMec substrate, 1536-well (AID 1619); recombinant M17LAP, H-Leu-NHMec fluorogenic kinetic assay; higher % means a stronger effect; actives 0.38% (n = 220,000); one-dose inhibition, % at 30 µM; IC50 in µM for titrated hits;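 active means compound inhibiting the enzyme by more than half at any dose during confirmatory dose-response retesting; inconclusive means strong single-dose inhibitors picked by rank but not retested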;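 further: plate controls were full reaction with DMSO carrier for no effect and no enzyme background for full effect; strong numbers were not always called active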
Yfh1-depleted yeast = enhancers of respiration in Yfh1-depleted yeast, dose response, Friedreich's ataxia, plus single-dose screen (AID 1465). actives 0.074% (n = 220,000). fold induction at 50 µM, or EC50 in µM where a hit was titrated. S. cerevisiae Yfh1-off respiration, WST-1 reduction, 72 h; higher fold induction means a stronger effect;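 active means fold induction of absorbance versus untreated yeast above a set limit, then at least 30% activation at any dose in follow-up; inconclusive means repeats straddling the limit, or above it without dose testing; inactive means fold induction below the set limit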;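 further: activators that raise dye reduction in frataxin-depleted yeast; strong numbers were not always called active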
ER stress rescue = protection against thapsigargin-triggered cell killing – 384-well, CSM14.1, ATP luminescence, primary screen (AID 1222); CSM14.1 thapsigargin-induced death rescue, ATP luminescence; higher % means a stronger effect; cellular ATP content (survival), % at 20 µM, or EC50 in µM where a hit was titrated; 190,000 tested, under 10 active;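 active means EC50 below 50 µM in the dose-response confirmation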;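 further: death triggered by thapsigargin at about 15 µM added after 2 h compound pretreatment; cell ATP read after overnight thapsigargin exposure of roughly 18 to 22 hours; normalized against plate controls of thapsigargin alone and 5% DMSO vehicle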
XIAP displacement = XIAP antagonists, biochemical, IAP family, fluorescence polarization (AID 1018); XIAP BIR domain, fluorescence polarization peptide displacement; higher % means a stronger effect; one-dose displacement, % at 20 µM; IC50 in µM for titrated hits; actives 0.007% (n = 200,000); in the data active means displacement above about 50%; further: a part of the inactive calls stands beside numbers as strong as those of hits
PhoP inhibition = PhoP-dependent GFP reporter repression – Salmonella Typhimurium, primary screen (AID 1863) | inhibition, % at 50 µM, or IC50 in µM where a hit was titrated | actives 0.16% (n = 300,000) | S. Typhimurium PhoP-regulated promoter GFP reporter, 4 h; higher % means a stronger effect;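 active means inhibition over 29.93%, a cutoff 3 SD above the screen mean, later confirmed by dose response; inconclusive means inhibition over 29.93% but no dose response follow-up; inactive means inhibition at most 29.93% or unconfirmed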;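 further: 0% = low Mg2+ inducing control and 100% = high Mg2+ repressing control; strong numbers were not always called active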
PMI inhibition = MPI inhibition at elevated mannose 6-phosphate – biochemical, fluorescence intensity, high mannose 6-phosphate, primary screen (AID 1220). inhibition, % at 20 µM, or IC50 in µM where a hit was titrated. actives 0.66% (n = 190,000). recombinant PMI enzyme, coupled fluorescence intensity; higher % means a stronger effect; in the data active means inhibition above about 50%
Active calls of the source: *; i = inactive; ? = inconclusive; · = not tested or not shown. Outcome played no part in choosing rows, and some 1.6% of all compounds hit somewhere here.

Each structure is followed by: SIAH1 antagonists | M1AAP inhibition | West Nile antiviral | P. falciparum M17LAP | Yfh1-depleted yeast | ER stress rescue | XIAP displacement | PhoP inhibition | PMI inhibition
Cn1ccnc1C(=O)c1ccc(Cl)c(S(=O)(=O)N2CCOCC2)c1
→ 0% | 1% | -0.2% | 19% | i | · | · | -4% | ·
Cc1cccc(NC(=O)CC2SC(=O)N(c3ccccc3)C2=O)c1 (stereo unspecified)
→ 0% | 0% | 0.1% | 5% | i | 0.7% | -3.7% | -6% | 5%
Cc1ccc(C(=O)NCCN2CCOCC2)cc1
→ 4% | 7% | -0.3% | 6% | i | -1.8% | -1.4% | -6% | 2%
COc1ccc(N2CCN(c3oc(-c4ccco4)nc3C#N)CC2)cc1
→ 32% | 8% | -0.3% | 0% | i | 0.4% | -8.2% | 26% | 10%
CC1(C)CC(=O)c2cc(C(=O)NC3CCSC3=O)c(=O)n(-c3ccccc3)c2C1 (stereo unspecified)
→ 0% | 7% | -0.4% | 9% | i | -2.3% | -6.1% | -11% | 2%
O=C(NC(=S)Nc1ccccc1N1CCCC1)c1ccc([N+](=O)[O-])cc1
→ -6% | 4% | 1.2% | 15% | i | -2.4% | -5.9% | -2% | 7%
O=C(CCNc1cccc(F)c1)c1cc2ccccc2o1
→ -7% | -2% | 0.3% | -1% | i | 1.8% | -3.4% | -3% | 22%
COc1cc2c(cc1OC)C(=O)N(C)CC2
→ 4% | 3% | 0.6% | -3% | i | -1.8% | -5.8% | 2% | -2%
O=C(c1cccc(F)c1)N1CCN(C2CCCCC2)CC1
→ 3% | -3% | 0.2% | 15% | i | -0.5% | -0.5% | 7% | -10%
CC(C)C(=O)Nc1cccc(C(=O)NCc2ccc(S(N)(=O)=O)cc2)c1
→ 1% | 14% | 0.2% | -5% | i | · | -3.9% | 22% | -1%
Cn1c(C(=O)NCc2cccnc2)cc2sc(Cl)cc21
→ 10% | 2% | 0.0% | 16% | ? | 0.1% | -9.0% | 4% | 4%
Cc1ccc(/C=C2\SC(=S)N(C(Cc3ccccc3)C(=O)O)C2=O)cc1 (stereo unspecified)
→ 20% | 14% | -1.1% | 50% | i | -1.6% | -4.3% | -16% | 16%
COc1ccc(NC(=O)CSc2nnc(-c3ccccc3)n2Cc2ccco2)c(OC)c1
→ 2% | 8% | -0.3% | 20% | i | 3.8% | -0.2% | 3% | 1%
O=C(COC(=O)c1nc(Cl)ccc1Cl)NCc1ccccc1
→ 0% | -2% | -0.3% | -4% | i | 1.0% | -3.2% | -4% | 10%
COc1ccccc1C(=O)N1CCN(C(=O)COc2cccc(C)c2)CC1
→ -1% | 3% | 0.0% | 4% | i | -2.4% | -3.2% | -4% | 4%
CN(Cc1nc2ccccc2n1C)C(=O)c1cccs1
→ 2% | -2% | -0.5% | -1% | i | -2.8% | -2.4% | 10% | -6%
CCOC(=O)c1nnn2c3ccccc3c(=O)n(C)c12
→ 3% | 3% | -0.6% | -1% | i | · | · | -3% | ·
CCOC(=O)N1CCC(N2Cc3cccc(C(=O)Nc4cccc(F)c4)c3C2=O)CC1
→ 0% | 1% | 0.7% | -1% | i | 2.9% | -8.1% | 3% | -25%
Cc1nn2c(-c3cccc(NC(=O)CSc4nc5ccccc5o4)c3)nnc2c2ccccc12
→ 2% | 16% | 0.9% | 16% | ? | -0.7% | -16% | -7% | -10%
CCC(Oc1ccccc1)C(=O)N1CC(C)CC(C)C1 (stereo unspecified)
→ 14% | 0% | 0.7% | 9% | i | -0.5% | 2.4% | 0% | 7%
O=C(CCC(=O)OCC(=O)c1cccc([N+](=O)[O-])c1)NC1CCCCC1
→ 13% | 5% | -0.1% | 9% | i | · | · | -18% | ·
Nc1ccc(SC(F)(F)F)cc1C(=O)c1ccccc1
→ -2% | 6% | · | -7% | · | 1.0% | -3.8% | -9% | 11%
O=c1cc(CSc2nnc(COc3ccccc3)o2)c2ccccc2[nH]1
→ 5% | 1% | -1.1% | 6% | i | -0.6% | -3.2% | 16% | 14%
c1ccc(-c2noc(CN3CCCC(OCc4ccccn4)C3)n2)cc1 (stereo unspecified)
→ -3% | 7% | -0.2% | 6% | i | -0.2% | -4.8% | -3% | -1%
Fc1ccc(CSc2nnc(-c3ccncc3)o2)cc1
→ 5% | -6% | -0.6% | -2% | i | -0.5% | -0.7% | -4% | -4%
O=[N+]([O-])c1ccc2nc(/C=C/c3ccc(Cl)cc3)[nH]c2c1
→ -1% | 3% | -0.5% | -8% | i | -2.3% | -2.4% | -10% | 2%
COC(=O)CN1C(c2ccc(OC)cc2)=Nc2ccc(Cl)cc2C1c1ccccc1 (stereo unspecified)
→ 6% | 2% | ? | 7% | i | 2.3% | -2.0% | 37% | 5%
COc1ccc(NC(=O)Nc2cccc(F)c2)c(OC)c1
→ 2% | 3% | 0.0% | 3% | i | 0.0% | -6.8% | 0% | -4%
CCCc1nc(NCc2ccco2)c(C#N)c2c1COC(C)(C)C2
→ 2% | 10% | -0.3% | 5% | i | · | -2.8% | -11% | -2%
O=C(c1ccc(Cl)cc1)N1CCN(c2cccc3[nH]ccc23)CC1
→ 9% | 1% | 0.2% | -2% | i | · | · | -6% | ·
CCN(CC)CCCn1c(=S)[nH]c2ccccc2c1=O
→ 0% | 6% | -0.2% | 3% | i | -1.5% | -7.3% | 7% | -4%
COc1ccc2cc(C(C)=O)c(=O)oc2c1
→ -7% | 15% | 0.3% | 3% | i | 5.3% | -3.2% | -4% | 18%
COC(=O)CCC(=O)NC(=S)Nc1ccc(S(=O)(=O)N2CCCC2)cc1
→ 2% | 4% | -0.4% | -1% | i | -2.1% | -0.4% | -2% | -3%
CC(=O)N(c1c(C)n(C)n(-c2ccccc2)c1=O)C1(C(=O)NC2CCCC2)CCCCC1
→ -1% | 5% | 1.1% | -3% | i | -2.3% | 5.6% | -2% | 5%
CN1C(=O)C(=O)N(CC(=O)N2CCc3ccccc32)C1=O
→ -4% | 3% | 0.1% | -4% | i | -1.2% | -4.4% | 0% | 3%
COc1ccc(S(=O)(=O)N2CCCCC2)cc1NC(=O)C1CCCO1 (stereo unspecified)
→ 2% | 16% | 0.7% | 9% | i | -0.4% | -4.5% | -6% | 2%
COc1ccc(C(=O)Nc2cccc(S(C)(=O)=O)c2)cc1
→ 2% | -3% | 0.1% | -4% | i | -0.2% | -4.9% | 7% | -2%
Cc1cc(C)cc(OCC(=O)OCC(=O)NCCC2=CCCCC2)c1
→ -4% | 14% | 1.1% | 1% | i | -5.3% | 2.0% | -3% | 4%
CCOc1cccc2cc(C(=O)NCc3cccnc3)c(=O)oc12
→ 0% | 16% | 0.0% | 5% | i | -2.7% | -7.4% | -4% | 8%
CCCOc1ccc(Cn2c(=O)oc3ccc(C)cc32)cc1OC
→ 7% | -1% | -0.6% | -1% | i | 6.0% | 0.6% | 5% | 0%
Cc1ccc(NC(=O)c2cc(=O)c3ccccc3o2)c(C)c1
→ 6% | 1% | -1.1% | -11% | i | 3.2% | -7.0% | -4% | -10%
CCOC(=O)c1[nH]c(C)c(/C=N/O)c1C
→ 2% | -2% | 0.0% | 14% | i | -0.3% | -4.3% | 11% | 7%
O=C(CN1C(=O)CSc2ccc(C(F)(F)F)cc21)Nc1ccccc1
→ 0% | -1% | -0.2% | -13% | i | · | · | 10% | ·
COc1ccc(CCCc2nnc(SCC(=O)Nc3ncc(C)s3)o2)cc1
→ 3% | 2% | 0.1% | -6% | i | 1.5% | -2.6% | 0% | -2%
COc1cc2cc(C(c3nnnn3C(C)(C)C)N3CCc4ccccc4C3)c(=O)[nH]c2cc1OC (stereo unspecified)
→ 5% | 4% | 1.0% | -32% | i | -0.9% | -6.9% | 26% | -44%
COc1cccc(NC(=O)CSc2nnc(Cn3nnc4ccccc43)n2C)c1
→ 1% | 5% | 0.2% | 9% | i | -2.0% | -24% | -3% | 10%
CCCn1c(=N)n(CC(=O)OCC)c2ccccc21
→ -1% | -6% | 0.2% | -6% | i | -1.5% | -5.8% | 4% | -12%
COCCNC(=O)c1ccccc1NC(=O)c1cc(OC)cc(OC)c1
→ 7% | -6% | 0.3% | 13% | i | 0.2% | -2.1% | 2% | 1%
Cc1ccc2[nH]cc(CCNC(=O)c3ccc([N+](=O)[O-])cc3)c2c1
→ -2% | 5% | · | -6% | · | -2.1% | -13% | -9% | 2%
c1csc(-c2nc3ccccn3c2NC2CCCCC2)c1
→ 3% | 14% | 0.9% | 3% | i | 0.5% | -6.6% | -5% | 19%
O=C1CC(NCC2CCCO2)C(=O)N1c1ccc(Cl)cc1 (stereo unspecified)
→ 11% | 11% | -0.2% | 3% | i | -0.6% | 0.9% | 2% | 10%
COc1cc(NC(=O)N2CCOCC2)cc(OC)c1
→ 2% | 9% | 0.1% | 4% | i | 3.2% | -5.3% | 1% | 3%
Cc1nn(-c2ccccc2)c(NC(=O)c2cccs2)c(-c2ccccc2Cl)c1=O
→ -1% | 8% | -0.2% | -2% | i | · | · | 0% | ·
CC(C)(C#N)C(C)(C)c1nn[nH]n1
→ 2% | 0% | 0.3% | -4% | i | 1.9% | -6.7% | -6% | 1%
Cc1ccc(OCC(=O)NCc2ccco2)c([N+](=O)[O-])n1
→ 9% | 7% | -0.1% | 1% | i | 1.1% | -2.0% | 1% | 2%
COc1cccc(N(C(=O)c2ccco2)c2nc(-c3sc(NC(=O)c4ccco4)nc3C)cs2)c1
→ -2% | 16% | 1.2% | -12% | i | 2.5% | -2.1% | 34% | 13%
COc1cc(C2NC(=S)NC(c3ccccc3)=C2C(C)=O)ccc1O (stereo unspecified)
→ 3% | 0% | 0.4% | 7% | i | 0.7% | -5.5% | 3% | 19%
CN(C)C(=S)Nc1ccc(Cl)cc1
→ 0% | 10% | 0.2% | -1% | i | · | · | -10% | ·
CCOc1cc(NC(=S)NCCCOC)c(OCC)cc1NC(=O)c1ccco1
→ -8% | 2% | -0.4% | 1% | i | 0.2% | -5.5% | 1% | 51%*
COC(=O)c1ccc(NC(=O)c2c(C(=O)Nc3ccccc3)sc3nc(C)cc(=O)n23)cc1
→ 10% | 6% | -0.6% | 0% | i | 1.4% | -6.7% | -3% | 16%
O=C(CN1CCN(CCC(=O)Nc2ccccc2F)CC1)Nc1ccc(F)cc1
→ 3% | 3% | 0.0% | 1% | i | 1.2% | 2.4% | 0% | 17%
O=C(Oc1ccccc1C(=O)Oc1ccccc1)c1ccco1
→ -2% | 7% | · | 3% | i | -0.2% | -2.1% | -6% | 8%
O=c1cc(C(F)(F)F)nc(-c2ccccc2)[nH]1
→ 1% | 0% | 0.8% | 20% | i | -0.4% | -2.1% | 0% | 1%
